Screening results deposited in PubChem by Broad Institute.
NFkB binder = binds human NF-kappa-B p105 on microarray; actives 1.3% (n = 17,000); Small molecule microarray, anti-His fluorescence binding; AID 624139; calls only;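 active = spot fluorescence over background significantly raised, with a chance value under 7% in all four replicate spots of the compound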;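 also: probe protein is his-tagged human p50 processed subunit at 1 µg/ml; raw spot fluorescence signals with no normalization applied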
Target sequence (P19838 1-433 limits assumed): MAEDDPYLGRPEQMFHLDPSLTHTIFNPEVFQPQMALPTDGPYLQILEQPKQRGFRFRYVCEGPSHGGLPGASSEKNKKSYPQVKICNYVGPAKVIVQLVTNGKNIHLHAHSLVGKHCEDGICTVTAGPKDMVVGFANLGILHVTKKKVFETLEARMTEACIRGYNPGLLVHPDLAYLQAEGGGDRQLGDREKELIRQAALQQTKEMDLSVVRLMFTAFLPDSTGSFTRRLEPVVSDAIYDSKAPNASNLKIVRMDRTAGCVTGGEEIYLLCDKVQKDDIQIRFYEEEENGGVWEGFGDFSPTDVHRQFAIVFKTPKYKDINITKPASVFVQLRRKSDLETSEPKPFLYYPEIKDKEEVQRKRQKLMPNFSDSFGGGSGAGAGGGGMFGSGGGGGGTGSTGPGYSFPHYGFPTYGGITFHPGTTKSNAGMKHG
Calls only; i = inactive; + = active, no number.

cpd | molecule | NFkB binder
1 | C[C@H]1CN([C@@H](C)CO)C(=O)CCCn2cc(nn2)CO[C@@H]1CN(C)S(=O)(=O)c1cn(C)cn1 | i
2 | C[C@@H]1CN([C@@H](C)CO)C(=O)Cc2cc(NS(=O)(=O)c3ccccc3)ccc2O[C@@H]1CN(C)S(=O)(=O)c1ccc(F)cc1 | i
3 | COc1c(O[C@@H]2O[C@H](C(=O)O)[C@@H](O)[C@H](O)[C@H]2O)cc2oc(-c3ccc(O)cc3)cc(=O)c2c1O | i
4 | Cn1c(SCC(=O)N2c3ccccc3Sc3ccccc32)nnc1-c1ccco1 | i
5 | C[C@@H]1CCCCO[C@@H](CN(C)C(=O)CCC(F)(F)F)[C@@H](C)CN([C@@H](C)CO)C(=O)c2cc(NS(=O)(=O)c3cn(C)cn3)ccc2O1 | i
6 | COc1cc(NC(=O)C(C)Oc2ccccc2)c(Cl)cc1NC(=O)c1ccc(Cl)cc1 (stereo not drawn) | i
7 | C[C@H](CO)N1C[C@H](C)[C@H](CN(C)C(=O)Nc2ccc(C(F)(F)F)cc2)Oc2c(NS(=O)(=O)c3ccc(Cl)cc3)cccc2C1=O | i
8 | CCOC(=O)c1c(NC(=S)NC(=O)c2ccc(OC)c([N+](=O)[O-])c2)sc2c1CCC2 | i
9 | C[C@@H]1CN([C@H](C)CO)C(=O)c2cc(NC(=O)CCCN(C)C)ccc2O[C@H]1CN(C)Cc1ccc(C(=O)O)cc1 | i
10 | COc1ccc(C(C)C)cc1S(=O)(=O)Nc1ccccn1 | i
11 | C[C@@H]1CN([C@@H](C)CO)C(=O)c2cc(NC(=O)CCCN(C)C)ccc2O[C@@H](C)CCCCO[C@@H]1CN(C)C(=O)Nc1ccccc1 | i
12 | C[C@@H]1CCCCO[C@H](CN(C)C(=O)Cc2ccccc2)[C@@H](C)CN([C@H](C)CO)C(=O)c2cc(NS(C)(=O)=O)ccc2O1 | i
13 | C[C@@H]1CN([C@@H](C)CO)C(=O)c2cccc(NC(=O)c3cnccn3)c2O[C@H]1CN(C)C(=O)NC1CCCCC1 | i
14 | C[C@@H]1CN([C@@H](C)CO)C(=O)c2cccc(NC(=O)Nc3ccc(C(F)(F)F)cc3)c2O[C@@H]1CN(C)S(=O)(=O)c1cccs1 | i
15 | C[C@H](CO)N1C[C@H](C)[C@@H](CN(C)C)Oc2ccc(NS(=O)(=O)c3cccs3)cc2C1=O | i
16 | COc1ccc(S(=O)(=O)N(C)C[C@H]2Oc3ccc(NC(=O)Cc4cn(C)c5ccccc45)cc3C(=O)N([C@H](C)CO)C[C@@H]2C)cc1 | i
17 | CCC(=O)Nc1cccc(NC(=O)COc2cc(C)cc(C)c2)c1 | i
18 | C[C@H]1CN([C@@H](C)CO)C(=O)c2cccc(NC(=O)Nc3cccc4ccccc34)c2O[C@@H]1CN(C)S(=O)(=O)c1cn(C)cn1 | i
19 | C[C@@H]1CN([C@H](C)CO)C(=O)c2cccc(NC(=O)Nc3ccc4c(c3)OCO4)c2O[C@H]1CN(C)C | i
20 | C=CCOC(=O)C1=C[C@@H](c2ccc(Br)cc2)[C@H](CCCO)[C@@H](OCC)O1 | i
21 | C[C@@H]1CN([C@H](C)CO)C(=O)c2cc(NS(=O)(=O)c3ccccc3)ccc2O[C@@H](C)CCCCO[C@@H]1CN(C)Cc1ccccc1 | i
22 | Cc1nn(C)c(C)c1NC(=O)CSc1nnc(C)n1-c1ccccc1 | i
23 | CC(C)NC(=O)N(C)C[C@H]1OCCCC[C@H](C)Oc2ccc(NC(=O)Nc3ccc(C(F)(F)F)cc3)cc2C(=O)N([C@@H](C)CO)C[C@H]1C | +
24 | CC1=CCC2C(C)(C)CCC[C@]2(C)[C@@]12CC[C@](C)(CC(=O)O)O2 (stereo partly drawn) | i
25 | O=C(COc1ccc2ccccc2c1Br)Nc1ncn[nH]1 | i
26 | CCOC(=O)c1c(-c2ccccc2)csc1NC(=O)c1cccc(OC(C)=O)c1 | i
27 | CC(C)NC(=O)N(C)C[C@H]1OCCCC[C@H](C)Oc2ccc(NS(C)(=O)=O)cc2C(=O)N([C@H](C)CO)C[C@@H]1C | i
28 | Cc1nn(C)c(C)c1CNC(=O)c1cc(-c2ccccc2Cl)nc2c(C)cccc12 | i
29 | CC(C)NC(=O)N(C)C[C@H]1Oc2ccc(NC(=O)CCN3CCOCC3)cc2CC(=O)N([C@H](C)CO)C[C@H]1C | i
30 | C[C@@H]1CN([C@H](C)CO)C(=O)c2cccc(NS(=O)(=O)c3cccs3)c2O[C@H]1CN(C)Cc1ccc(C(=O)O)cc1 | i
31 | CN(C)c1nc(N)c(C(=O)Nc2cccnc2)nc1Cl | i
32 | C[C@@H]1CN([C@H](C)CO)C(=O)c2cccc(NS(=O)(=O)c3cccs3)c2O[C@@H]1CN(C)C(=O)Nc1cccc2ccccc12 | i

Along the list, quoted from above:
NFkB binder for nos. 4–15 → i, i, i, i, i, i, i, i, i, i, i, i

(continued)
cpd | molecule | NFkB binder
33 | C[C@H]1CN([C@@H](C)CO)C(=O)c2cc(NC(=O)Cc3cn(C)c4ccccc34)ccc2O[C@@H]1CN(C)Cc1ccc(C(=O)O)cc1 | i
34 | Cn1cnnc1SCC(=O)c1ccc2c(c1)OCCO2 | i
35 | CC(=O)Nc1cccc(NC(=O)c2cc(-c3ccccn3)nc3ccc(Cl)cc23)c1 | i
36 | C[C@H](CO)N1C[C@H](C)[C@H](CN(C)Cc2ccc(-c3ccccc3)cc2)Oc2ccc(NC(=O)CCN3CCOCC3)cc2CC1=O | i
37 | C[C@@H]1CN([C@@H](C)CO)C(=O)c2cccc(NC(=O)Nc3cccc4ccccc34)c2O[C@H]1CN(C)S(=O)(=O)c1cn(C)cn1 | i
38 | Cc1ccc(S(=O)(=O)N(CC(=O)O)CC(=O)O)cc1 | i
39 | C[C@@H]1CCCCO[C@H](CN(C)C(=O)Nc2ccccc2)[C@H](C)CN([C@H](C)CO)C(=O)c2cc(NC(=O)CCCN(C)C)ccc2O1 | i
40 | CC(=O)/C=C/C1(O)C(C)CCC2C(C)(C)CCCC21C (stereo not drawn) | i
41 | C[C@@H]1CCCCO[C@@H](CN(C)C(=O)c2ccccc2)[C@@H](C)CN([C@H](C)CO)C(=O)c2cc(NC(=O)Nc3cccc4ccccc34)ccc2O1 | +
42 | CNC[C@@H]1Oc2c(NS(=O)(=O)c3c(C)noc3C)cccc2C(=O)N([C@H](C)CO)C[C@@H]1C | i
43 | C[C@@H]1CN([C@H](C)CO)C(=O)CCCn2cc(nn2)CO[C@H]1CN(C)S(=O)(=O)c1ccc(Oc2ccccc2)nc1 | i
44 | COC(=O)C1=C(C)Nc2nnnn2C1c1ccco1 (stereo not drawn) | i
45 | Cc1noc(C)c1NC(=O)Nc1ccc2c(c1)CC(=O)N([C@@H](C)CO)C[C@@H](C)[C@H](CN(C)C(=O)NC(C)C)O2 | i
46 | C[C@@H]1CN([C@@H](C)CO)C(=O)Cc2cc(NC(=O)c3ccncc3)ccc2O[C@@H]1CN(C)C(=O)NC1CCCCC1 | i
47 | O=C(O)c1ccccc1Nc1cccc(OCc2ccc3ccccc3n2)c1 | i
48 | COc1ccc(NC(=O)CSc2nnc(-c3ccccc3)c(-c3ccccc3)n2)cc1 | i
49 | CN(CCOc1ccc(CC(Nc2ccccc2C(=O)c2ccccc2)C(=O)O)cc1)c1ccccn1 (stereo not drawn) | i
50 | Cc1nonc1OCCNc1ccc(C(F)(F)F)cc1[N+](=O)[O-] | i
51 | C[C@H](CO)N1C[C@H](C)[C@H](CN(C)Cc2ccncc2)Oc2ncc(C#CC(C)(C)O)cc2C1=O | i
52 | COCCOC(=O)N1C(=O)[C@@]2(c3cc(C#CC4(O)CCCCCC4)ccc31)[C@H](C(N)=O)[C@H]1C(=O)O[C@H](c3ccccc3)[C@H](c3ccccc3)N1[C@@H]2c1ccccc1OCCO | i
53 | C[C@H]1CN([C@@H](C)CO)C(=O)c2cc(NC(=O)CCCN(C)C)ccc2O[C@H]1CN(C)C(=O)Nc1ccccc1 | i
54 | C[C@H]1CN([C@@H](C)CO)C(=O)c2cc(NS(=O)(=O)c3cn(C)cn3)ccc2O[C@H]1CN(C)C(=O)Nc1ccc(F)cc1 | i
55 | Cc1ccc(-n2c(SCC(=O)NC3CCCCC3)nnc2-c2ccccc2)cc1 | i
56 | COC(=O)C1=C(C)NC(=O)C1(Nc1ccc(Cl)cn1)C(F)(F)F (stereo not drawn) | i

A second format for four compounds above:
(51) C[C@H](CO)N1C[C@H](C)[C@H](CN(C)Cc2ccncc2)Oc2ncc(C#CC(C)(C)O)cc2C1=O
  NFkB binder = i
(55) Cc1ccc(-n2c(SCC(=O)NC3CCCCC3)nnc2-c2ccccc2)cc1
  NFkB binder = i
(54) C[C@H]1CN([C@@H](C)CO)C(=O)c2cc(NS(=O)(=O)c3cn(C)cn3)ccc2O[C@H]1CN(C)C(=O)Nc1ccc(F)cc1
  NFkB binder = i
(53) C[C@H]1CN([C@@H](C)CO)C(=O)c2cc(NC(=O)CCCN(C)C)ccc2O[C@H]1CN(C)C(=O)Nc1ccccc1
  NFkB binder = i

The results go on:
cpd | molecule | NFkB binder
57 | C[C@@H]1CN([C@@H](C)CO)C(=O)c2cc(NS(C)(=O)=O)ccc2O[C@@H](C)CCCCO[C@@H]1CN(C)Cc1ccncc1 | i
58 | C[C@@H]1CN([C@H](C)CO)C(=O)c2cccc(NC(=O)NC3CCCCC3)c2O[C@H]1CN(C)C(=O)NC1CCCCC1 | i
59 | C[C@@H]1CCCCO[C@@H](CN(C)Cc2ccc(C(=O)O)cc2)[C@H](C)CN([C@@H](C)CO)C(=O)c2cc(NS(=O)(=O)c3cccs3)ccc2O1 | i
60 | Cc1noc(C)c1S(=O)(=O)Nc1ccc2c(c1)CC(=O)N([C@@H](C)CO)C[C@H](C)[C@@H](CN(C)C(=O)Nc1ccc(F)cc1)O2 | i
61 | C[C@H](CO)N1C[C@H](C)[C@H](CN(C)C(=O)Nc2ccc(F)cc2)Oc2c(NS(=O)(=O)c3ccc(Cl)cc3)cccc2C1=O | i
62 | C[C@@H]1CN([C@H](C)CO)C(=O)c2cccc(NC(=O)c3nc4ccccc4s3)c2O[C@@H]1CN(C)C(=O)NC1CCCCC1 | i
63 | C[C@@H]1CN([C@@H](C)CO)C(=O)c2cc(NS(=O)(=O)c3cccs3)ccc2O[C@@H](C)CCCCO[C@@H]1CN(C)C(=O)c1ccncc1 | i
64 | CNC[C@H]1Oc2ccc(NC(=O)CCC(F)(F)F)cc2C(=O)N([C@H](C)CO)C[C@@H]1C | i
65 | C[C@@H]1CN([C@H](C)CO)C(=O)Cc2cc(NC(=O)Cc3cn(C)c4ccccc34)ccc2O[C@@H]1CN(C)S(=O)(=O)c1cccs1 | i
66 | COc1ccc(CN(C)C[C@H]2Oc3ccc(NC(=O)Cc4ccccc4)cc3CC(=O)N([C@@H](C)CO)C[C@@H]2C)cc1 | i
67 | COc1cc([C@H]2OC[C@](O)(Cc3ccc(O[C@@H]4O[C@H](CO)[C@@H](O)[C@H](O)[C@H]4O)c(OC)c3)[C@@H]2CO)ccc1O | i
68 | C[C@@H]1CN([C@H](C)CO)C(=O)c2cc(NS(C)(=O)=O)ccc2O[C@@H](C)CCCCO[C@@H]1CN(C)C(=O)c1ccncc1 | i
69 | C[C@@H]1CCCCO[C@@H](CN(C)C(=O)CCCN(C)C)[C@@H](C)CN([C@H](C)CO)C(=O)c2cc(NC(=O)NC3CCCCC3)ccc2O1 | i
70 | Cc1noc(C)c1NC(=O)N(C)C[C@H]1OCCCC[C@H](C)Oc2ccc(NS(C)(=O)=O)cc2C(=O)N([C@@H](C)CO)C[C@H]1C | i
71 | COc1ccc(CN(C)C[C@H]2Oc3c(NC(=O)NC4CCCCC4)cccc3C(=O)N([C@@H](C)CO)C[C@H]2C)cc1 | i
72 | CNC[C@@H]1Oc2ccc(NC(=O)C3CC3)cc2C(=O)N([C@@H](C)CO)C[C@H]1C | i
73 | COC(=O)c1c(NC(=S)NC(=O)CN2C(=O)c3ccccc3C2=O)sc2c1CCCC2 | i
74 | Cc1noc(C)c1NC(=O)Nc1ccc2c(c1)CC(=O)N([C@H](C)CO)C[C@@H](C)[C@@H](CN(C)C)O2 | i
75 | COc1ccccc1NC(=O)CNC(=O)c1ccccc1F | i
76 | CC(C)NC(=O)N(C)C[C@@H]1OCc2cn(nn2)CCCC(=O)N([C@H](C)CO)C[C@@H]1C | i
77 | O=S(=O)(NC1CCN(Cc2ccc(OCCO)cc2)CC1)c1ccc(-c2ccccc2)cc1 | i
78 | CC(C)NC(=O)N(C)C[C@H]1OCCCC[C@H](C)Oc2ccc(NC(=O)Cc3ccccc3)cc2C(=O)N([C@H](C)CO)C[C@H]1C | i
79 | Cn1cc(C(c2ccccn2)c2cn(C)c3ccccc23)c2ccccc21 | i
80 | CC(C)(C)[C@H]1C=C(C(=O)NC2CC2)O[C@@H](OCc2ccc(CO)cc2)C1 | i
81 | C[C@@H]1CN([C@@H](C)CO)C(=O)c2cc(NC(=O)c3ccncc3)ccc2O[C@@H]1CN(C)C | i
82 | C[C@@H]1CN([C@@H](C)CO)C(=O)Cc2cc(NC(=O)Cc3cn(C)c4ccccc34)ccc2O[C@H]1CN(C)Cc1ccncc1 | i
83 | C[C@@H]1CN([C@@H](C)CO)C(=O)c2cc(NC(=O)Nc3ccccc3)ccc2O[C@H]1CN(C)Cc1ccncc1 | i
84 | C=CCNC(=O)[C@@H]1[C@H]2C(=O)O[C@H](c3ccccc3)[C@H](c3ccccc3)N2[C@H](c2ccccc2OCCO)[C@@]12C(=O)Nc1ccc(C#Cc3ccc(OC)cc3)cc12 | +
85 | CCCNC(=O)c1ccccc1NC(=O)C1COc2ccccc2O1 (stereo not drawn) | i
86 | C[C@H](CO)N1C[C@H](C)[C@H](CN(C)C(=O)Nc2ccc3c(c2)OCO3)Oc2ccc(NC(=O)Cc3ccccc3)cc2CC1=O | i
87 | C[C@@H]1CN([C@@H](C)CO)C(=O)CCCn2nncc2CO[C@H]1CN(C)C(=O)c1ccncc1 | i

A portion of the library; the hit share may differ from the screen's.
